LDHA inh: blocks human lactate dehydrogenase A; P00338; AID 1347041; activity change, % (values are at about 110 or 230 µM); 0.15% of 480,000 active; purified LDHA, NADH/diaphorase-resazurin fluorescence; hits give low values; in the data active means activity change below about -30%; inconclusive means mostly about -25% to -30%;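 further: plate controls were DMSO wells for no effect and wells without enzyme for full effect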
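Remaining NADH was detected by diaphorase (0.133 mg/mL) converting 37 µM resazurin to fluorescent resorufin, read at 0 and 20 minutes. The preceding 5-minute room-temperature reaction used 2 nM LDHA, 0.2 mM sodium pyruvate and 0.06 mM NADH at pH 7.4.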
USP1 inh: USP1/UAF1 (human) deubiquitinase inhibition. O94782. recombinant USP1/UAF1, Ub-Rhodamine cleavage fluorescence. Potency, µM (titrated, usually from 57.1 µM), without a hit: top-dose activity change, negative = inhibition, hits mostly inhibitors. 0.23% of 390,000 active; further: potency means the concentration at half of the fitted maximal effect; on the % scale 0 is the no-effect control and ±100 the full control effect; nearly all actives have a fitted effect of over 60% in size; inactives centre near -12
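USP1/UAF1 complex at 1 nM was preincubated with compound for 15 min at room temperature, then Ub-Rho substrate (150nM final) was added. Fluorescence (480/540 nm) was read kinetically, 6 reads every 60 seconds.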
Vif-APOBEC3F blk: Vif-A3F binding inhibition; HeLa A3F-eYFP + Vif (tagged APOBEC3F with the HIV-1 protein that degrades it), YFP fluorescence increase; Potency, µM (doses to about 46.1 µM), for the others: at the top dose activity, negative = active; 0.2% of 390,000 active; further: potency means the concentration at half of the fitted maximal effect; % of control where 0% means no effect; nearly all actives have a fitted effect of over 65% in size
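HeLa cells stably expressing A3F-eYFP plus Vif, plated and incubated overnight at 37 deg C, then exposed to compounds overnight at 37 deg C. Blocked degradation read as raised yellow fluorescence (Ex 488/Em 500-530).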
mIDH1 inhibitor: blocks human mutant IDH1 R132H enzyme | O75874 | IDH1-R132H enzyme, NADPH consumption, diaphorase/resazurin fluorescence | Potency, µM (series often up to 76.6 µM), inactives show at the top dose activity change, negative = inhibition, most hits filed as inhibitors | 0.093% of 390,000 active | AID 602179; further: potency means the concentration at half of the fitted maximal effect; on the % scale 0 is the no-effect control and ±100 the full control effect; nearly all actives have a fitted effect of over 65% in size
Target sequence (O75874 whole entry R132H, stated change not applied): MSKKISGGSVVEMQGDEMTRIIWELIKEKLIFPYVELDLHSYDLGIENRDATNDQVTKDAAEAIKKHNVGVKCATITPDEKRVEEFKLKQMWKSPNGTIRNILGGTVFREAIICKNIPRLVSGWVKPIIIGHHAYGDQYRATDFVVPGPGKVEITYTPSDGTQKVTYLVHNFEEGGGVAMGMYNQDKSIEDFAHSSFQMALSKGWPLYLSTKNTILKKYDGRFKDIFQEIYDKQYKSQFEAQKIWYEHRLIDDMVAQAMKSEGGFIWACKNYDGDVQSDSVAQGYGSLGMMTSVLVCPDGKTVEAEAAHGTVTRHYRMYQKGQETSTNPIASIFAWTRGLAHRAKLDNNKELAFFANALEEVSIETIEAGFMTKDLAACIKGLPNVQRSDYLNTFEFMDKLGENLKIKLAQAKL
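IDH1-R132H (0.5 ug/mL) preincubated 30 min with compound, then NADPH (0.016 mM) and alpha-KG (2 mM) added; 80 min at RT, pH 7.5. Remaining NADPH coupled via diaphorase/resazurin to fluorescence (540/590 nm); concentration-response curves normalized to no-enzyme control.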
RXFP1 agonist: RXFP1 (human) receptor agonism | Q9HBX9 | HEK293T-RXFP1 cAMP TR-FRET, 30 min; response scale: percent of porcine relaxin response, buffer zero | Potency, µM (doses to about 57.5 µM), without a hit: at the highest dose activation, hits mostly activators | 0.3% of 370,000 active | AID 2676; further: potency means the concentration at half of the fitted maximal effect; on the % scale 0 is the no-effect control and ±100 the full control effect; nearly all actives have a fitted effect of over 60% in size; many of its hits are not listed in these tables
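HEK293T cells stably expressing RXFP1 were pretreated with the PDE4 inhibitor Ro 20174, exposed to compounds for 30 min at 37C, lysed, and cAMP was read by TR-FRET. Data normalized to buffer (basal) and 29 nM porcine relaxin (100%).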
PI4K2A block: PI4K2A (human) kinase inhibition; activity change, negative = inhibition, % at 76.9 µM; purified PI4K2A, ADP-Glo luminescence, 1 h; hits give low values; 0.13% of 420,000 active; Q9BTU6; in the data active means activity change below about -50%; inconclusive means mostly about -30% to -49%;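 further: -100% = wells without enzyme as full effect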
Target sequence (Q9BTU6 whole entry, looked up): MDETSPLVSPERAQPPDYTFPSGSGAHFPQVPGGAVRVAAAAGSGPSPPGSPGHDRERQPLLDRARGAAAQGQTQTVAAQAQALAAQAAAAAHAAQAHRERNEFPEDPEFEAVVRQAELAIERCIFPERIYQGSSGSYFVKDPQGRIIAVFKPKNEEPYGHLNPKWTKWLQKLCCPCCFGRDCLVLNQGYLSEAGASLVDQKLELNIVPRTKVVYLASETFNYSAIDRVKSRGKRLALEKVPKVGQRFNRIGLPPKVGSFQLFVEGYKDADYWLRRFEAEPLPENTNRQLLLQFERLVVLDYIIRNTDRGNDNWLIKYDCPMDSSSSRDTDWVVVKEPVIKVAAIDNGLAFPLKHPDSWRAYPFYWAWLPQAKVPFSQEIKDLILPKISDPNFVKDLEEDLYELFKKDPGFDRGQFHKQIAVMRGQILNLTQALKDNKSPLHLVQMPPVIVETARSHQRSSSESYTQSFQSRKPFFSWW
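In this quantitative HTS, ADP production by PI4K2A was quantified luminescently after 1 h at ambient temperature; 100 microM adenosine served as plate-quality control.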
Vif-A3G inh: inhibitors of Vif-APOBEC3G interaction; Q9HC16; HeLa A3G-eYFP + Vif (tagged APOBEC3G with the HIV-1 protein that degrades it), YFP fluorescence, overnight; Potency, µM (top dose mostly 46.1 µM), for the others: at the top dose activity, negative = active, actives largely listed as inhibitors; 0.076% of 410,000 active; AID 602310;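 further: potency means the concentration at half of the fitted maximal effect; on the % scale 0 is the no-effect control and ±100 the full control effect; nearly all actives have a fitted effect of over 60% in size; hits raise eYFP signal because A3G escapes Vif-driven loss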
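Read-out is eYFP fluorescence (Ex 488/Em 500-530) from Vif-expressing HeLa A3G-eYFP cells; more signal means A3G escaped Vif-mediated degradation. Cells plated overnight, compound pinned in, incubated overnight at 37 deg C.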
GRP78 ERSR act: inducers of ER stress response in human glioma cells. U87-MG GRP78 promoter luciferase reporter, 16 h. Potency, µM, for the others: at the highest dose activation, actives largely listed as activators. 0.02% of 420,000 active; further: potency means the concentration at half of the fitted maximal effect; series mostly up to about 76 µM; % of control where 0% means no effect; nearly all actives have a fitted effect of over 35% in size
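Stably transfected U87-MG glioma cells carrying a GRP78-based luciferase sensor; 16 h compound incubation. Luminescence end-point read 10 min after Bright-Glo addition at room temperature.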
TrxR1 substrate: rat thioredoxin reductase 1 substrate activity; purified TrxR1 substrate turnover, NADPH consumption readout; Potency, µM (top dose mostly 114 µM), without a hit: at the top dose activity change, negative = substrate turnover; 0.01% of 390,000 active; AID 588456; further: potency means the concentration at half of the fitted maximal effect; on the % scale 0 is the no-effect control and ±100 the full control effect; nearly all actives have a fitted effect of over 50% in size
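Rat TrxR1, dispensed at 90 nM, was prereduced with 400 uM NADPH (final) for 5 min at ~22 deg C, then incubated with compound 15 min before 400 uM selenite. A first-read NADPH fluorescence drop versus no-compound background flagged substrates.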
An asterisk follows results filed as active; ? = inconclusive; . = not tested or not shown; & = joins results of further samples; [ ] = another dose, or the depositor's remark. Unless noted, the call rests on the fitted dose curve; in most records, active means well fitted curve in the direction sought with a large enough effect; inconclusive means small, poorly fitted or top-dose-only effect, or another doubt; inactive means no such curve, though single readings can be large; an effect the other way counts as inactive or inconclusive. This is a subset, so the mix of outcomes need not match the whole.

Compound | LDHA inh | USP1 inh | Vif-APOBEC3F blk | mIDH1 inhibitor | RXFP1 agonist | PI4K2A block | Vif-A3G inh | GRP78 ERSR act | TrxR1 substrate
Cc1ccc(C)c(Nc2nc3ccccc3n3cnnc23)c1 | -5 | -23% | 0% | 17% | 4.5% | -2 | 0% | -2% | 10%
O=C(N/N=C/c1ccccn1)c1cc(-c2ccc(Br)s2)[nH]n1 | -6 | -16% | -27% | -1% | 1.5% | -4 | -16% | 4% | 8%[57.1 µM]
CCCN1CCN(CCCNC(=O)CCn2nc(-c3ccccc3)ccc2=O)CC1 | -1 | -25% | 2% | 9% | 2.0% | 3 | -6% | -3% | 3%
CCc1c(C(=O)Nc2ccccc2)c(C)[nH]c(=S)c1C#N | -5 | -12% | -13% | 7% | 8.7% | 3 | -1% | -4% | -7%
NS(=O)(=O)c1ccc(NC(=S)NCc2ccc(F)cc2)cc1 | -3 | -19% | 0% | 0% | 1.4% | -1 | -2% | 0% | -5%
COc1cc(CN2CCN(S(=O)(=O)c3ccc(NC(C)=O)cc3)CC2)cc(OC)c1OC | -10 | -10% | -2% | -10% | -1.8% | 5 | -1% | -3% | -2%[57.1 µM]
Cc1ccc(CNC(=O)CCC2CCCN(C(=O)CCC(F)(F)F)C2)o1 (stereo not drawn) | -2 | -25% | -3% | 3% | -3.0% | -3 | 2% | -1% | 1%
O=[N+]([O-])c1ccccc1/C=C/c1ccc2ccccc2n1 | -1 | -26% | -1% | 6% | 0.3% | 0 | -14% | -2% | 0%
Cc1c(NS(=O)(=O)c2cccc(C(=O)Nc3cccc(F)c3)c2)c(=O)n(-c2ccccc2)n1C | 0 | -2% | 4% | 1% | -0.3% | -3 | -1% | -3% | -13%
COc1ccc(CN(C)C(=O)c2cc(-c3ccccc3)nc3ccc(C)cc23)c(OC)c1OC | -2 | -26% | 1% | 1% | 0.7% | -3 | -6% | -4% | -5%
CCN(CC)C(=O)N1CCN(/[N+]([O-])=N/Oc2ccc([N+](=O)[O-])cc2[N+](=O)[O-])CC1 | 11 | . | . | . | . | . | -8% | -11% | -8%
O=C(N/N=C/c1ccco1)C1CCCC1 | 1 | -6% | -2% | -15% | 1.2% | -3 | 2% | 0% | 1%
CC(C(=O)NC1CCCCC1)N(Cc1ccccc1)C(=O)c1snc(C(N)=O)c1N (stereo not drawn) | 3 | -3% | 0% | -3% | 0.1% | -10 | -9% | 0% | 17%[57.1 µM]
Cc1nc2ccccc2nc1NS(=O)(=O)c1ccc(N)cc1 | -4 | -26% | 7% | 9% | -1.0% | 6 | -8% | -3% | 1%
COc1cc(OC)c2c(C)cc(=O)oc2c1C(CCN1CCOCC1)c1ccc(N(C)C)cc1 (stereo not drawn) | 1 | -26% | 7% | 7% | 4.7% | 4 | 5% | -3% | 8%
N/C(=N\OC(=O)COc1ccc(Br)cc1)c1cccnc1 | 3 | -8% | 0% | -1% | -1.5% | 1 | -1% | 5% | 11%
COCCNC(=O)C1CCCN(Cc2ccccc2)CC1 (stereo not drawn) | -2 | . | . | . | . | -1 | -3% | -6% | .
CCCCNC(=O)CSc1nc2cc3c(cc2c(=O)n1CCC(=O)NCCc1ccc(OC)c(OC)c1)OCO3 | -2 | -1% | 3% | 4% | 3.0% | 1 | -4% | -5% | -5%[57.1 µM]
O=C(Nc1ccc(Cc2ccc(NC(=O)Nc3cccnc3)cc2)cc1)Nc1cccnc1 | -4 | -27% | -2% | -5% | . | 1 | -3% | 1% | .
COc1ccc(CCNC(=O)COC(=O)/C=C/c2cccs2)cc1OC | 0 | ? | 3% | 4% | -0.9% | 0 | 0% | -4% | -3%

Given with values under each structure: entries from further up.
Below each compound – LDHA inh, USP1 inh, Vif-APOBEC3F blk, mIDH1 inhibitor, RXFP1 agonist, PI4K2A block, Vif-A3G inh, GRP78 ERSR act, TrxR1 substrate
- O=C(Nc1ccc(Cc2ccc(NC(=O)Nc3cccnc3)cc2)cc1)Nc1cccnc1
→ -4, -27%, -2%, -5%, ., 1, -3%, 1%, .
- COc1ccc(CCNC(=O)COC(=O)/C=C/c2cccs2)cc1OC
→ 0, ?, 3%, 4%, -0.9%, 0, 0%, -4%, -3%

Following part.
Compound | LDHA inh | USP1 inh | Vif-APOBEC3F blk | mIDH1 inhibitor | RXFP1 agonist | PI4K2A block | Vif-A3G inh | GRP78 ERSR act | TrxR1 substrate
O=C(NCc1ccccn1)c1cn(CCc2ccccc2)nn1 | -1 | -7% | . | 3% | 1.6% | 2 | 1% | -3% | 2%
CCOC(=O)C1=C(C)c2ccccc2N(S(=O)(=O)C(F)(F)F)C1C(=O)OCC (stereo not drawn) | 1 | -24% | 2% | 6%[38.3 µM] | . | -2 | -2% | 0%&-2% | -3%
O=C(CNc1ccccc1F)Nc1cccc(S(=O)(=O)N2CCCCC2)c1 | -1 | -3% | ? | -1% | 0.7% | 0 | -4% | 0% | -8%
O=C(O)/C=C/c1cccc(NC(=O)Nc2ccc([N+](=O)[O-])cc2)c1 | -6 | -10% | 1% | -21% | -0.7% | 5 | -5% | -1% | -12%
O=c1[nH]c(=S)n(-c2cccc(Cl)c2)c(O)c1/C=N/N1CCOCC1 | 2 | 2% | 12% | -4% | 0.0% | 2 | 2% | -2% | -19%
Cc1c2cnn(CC(=O)NCCCN3CC(C)CC(C)C3)c(=O)c2c(C)n1Cc1ccc(Cl)cc1 (stereo not drawn) | -1 | -5% | -11% | 0% | -2.2% | 2 | 5% | -4% | -11%
CSCCNC(=O)C1(C)CCN1C(=O)CCc1ccccc1 (stereo not drawn) | -6 | . | . | . | . | 3 | -1% | -4% | .
COc1ccc(Cc2c(-c3cccc(Cl)c3)nc3ccc(Br)cn23)c(C)c1 | -1 | . | . | . | . | -12 | -27% | 1% | .
COCCNC(=O)c1cc(S(=O)(=O)N2CCOCC2)ccc1SCc1cccc(OC)c1OC | -5 | -4% | -3% | 0% | -0.8% | 6 | -4% | -4% | 11%[57.1 µM]
CCOc1ccc(C2NC(=O)C(C#N)=C(S)N2c2ccc(OC)cc2)cc1OC (stereo not drawn) | -5 | -9% | -4% | 3% | 0.2% | -9 | 1% | -2% | -9%[57.1 µM]
CC1=C(C(=O)NC(C)CCc2ccccc2)C2(CCC(C)CC2)OC1=O (stereo not drawn) | -4 | -24% | 9% | 0% | 1.5% | -2 | 0% | -5% | -1%
Clc1ccccc1-c1nc(/C=N/N2CCOCC2)c2ccccn12 | 4 | -12% | -20% | 3% | -0.5% | -4 | -15% | -2% | -8%
Cn1c(Cc2ccccc2)n[nH]c1=S | -4 | -20% | 2% | -5% | 1.0% | -1 | -7% | 0% | 1%
CCC1Nc2ncnc(N3CCN(c4ccccc4)CC3)c2N(Cc2ccc(Br)cc2)C1=O (stereo not drawn) | 1 | -21% | 4% | -5% | 0.6% | -3 | -7% | 0% | 8%[57.1 µM]
O=C(CCc1ccccc1)N1CCN(S(=O)(=O)c2cccs2)CC1 | -5 | -5% | -3% | 2% | 2.8% | 2 | 0% | -4% | -11%
O=C(CNC(=O)c1ccc(Br)o1)NCC1CCCCC1 | -9 | -16% | 1% | -1% | -1.7% | -2 | -1% | -4% | 1%
O=C(O)CCCC(=O)N1CCN(c2ncccn2)CC1 | -9 | -13% | 4% | 9% | 1.0% | 1 | 1% | -1% | 8%
CC(C)Oc1ccccc1NC(=O)CSc1nc2ccccc2c(=O)n1C | 1 | -18% | ? | 19% | 0.4% | -1 | -4% | -2% | 1%
CC1CCc2sc(C(=O)Nc3ccc(N4CCOCC4)cc3)cc2C1 (stereo not drawn) | -2 | -8% | -2% | -6% | -0.9% | 5 | -8% | 2% | -4%
COc1ccc(C(=O)/C=C/C(=O)N(CC(=O)NC2CCCCC2)Cc2cccs2)c(O)c1 | 1 | -30% | 1% | -4% | 3.2% | -2 | ? | 8% | 3%
CCN(CC)C(=O)CSc1nc2cc3c(cc2c(=O)n1CCCC(=O)NCCc1ccc(OC)c(OC)c1)OCO3 | -9 | ? | 2% | -3% | 0.8% | -2 | -13% | 7% | 7%[57.1 µM]
Cc1cc(C)cc(OCC(O)CN2CCN(C(=O)c3ccco3)CC2)c1 (stereo not drawn) | -4 | -9% | 0% | -8% | 4.5% | 3 | -2% | -2% | -3%
COc1cc2oc(=O)cc(-c3ccc(-c4ccc(C#N)cc4)cc3)c2c(OC)c1OC | -2 | -11% | -4% | 13% | . | 5 | -1% | -1%&-3% | 4%
Cc1ccc(N2CC(C(=O)Nc3nnc(SCCN4CCOCC4)s3)CC2=O)cc1 (stereo not drawn) | -11 | -1% | 2% | -9% | 1.7% | -2 | 0% | 2% | -16%
COc1ccc(N2CCN(S(=O)(=O)c3ccc(C(=O)NCc4ccco4)cc3)CC2)cc1 | -6 | 10% | 0% | 0% | -1.5% | 0 | 0% | -4% | 12%
O=C(NCC1CCN(Cc2cccc(Cl)c2)CC1)Nc1ccccc1Cl | -3 | -19% | 5% | -5% | 1.8% | -3 | 2% | 1% | 4%
CCCCOc1ccc(C(=O)N2CCCC2C(=O)O)cc1 (stereo not drawn) | -4 | -24% | -3% | 5% | 0.3% | 2 | -2% | -4% | -7%
CCn1nnnc1SCC(=O)Nc1nnc(C(C)C)s1 | 2 | -16% | 0% | 8% | -1.2% | -1 | -5% | 4% | 3%
CCCc1nc2c(c(=O)c3ccccc3n2C)c(=O)n1C1CCCCCC1 | -8 | -15% | -14% | 46µM* | 1.7% | 0 | -25% | -5% | -8%

From PubChem BioAssay
